Screening data as filed in PubChem BioAssay.
GLS inhibitor: inhibitors of human glutaminase (GLS); AID 624170; actives 0.21% (n = 410,000); Potency, µM (highest dose often 45.5 µM), without a hit: at the highest dose activity change, negative = inhibition, hits mostly inhibitors; GLS enzymatic activity, qHTS titration; further: potency means the concentration at half of the fitted maximal effect; on the % scale 0 is the no-effect control and ±100 the full control effect
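Human kidney-isoform GLS in 45 mM KH2PO4 pH 8.2, 0.02% Tween-20, with compound, started with 1mM L-Glutamine (added stock). Glutamate oxidase/HRP/Amplex red coupled fluorescence read at start and after 30 min at RT.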
12-LOX inh: inhibitors of human 12S-lipoxygenase ALOX12. P18054. purified 12hLO, xylenol orange hydroperoxide absorbance. AID 1671190. Potency, µM (titrated, usually from 108 µM), for inactives: at the top dose activity change, negative = inhibition, usual class: inhibitors. actives 1.1% (n = 580,000); further: potency means the concentration at half of the fitted maximal effect; on the % scale 0 is the no-effect control and ±100 the full control effect
Target sequence (P18054 whole entry, looked up): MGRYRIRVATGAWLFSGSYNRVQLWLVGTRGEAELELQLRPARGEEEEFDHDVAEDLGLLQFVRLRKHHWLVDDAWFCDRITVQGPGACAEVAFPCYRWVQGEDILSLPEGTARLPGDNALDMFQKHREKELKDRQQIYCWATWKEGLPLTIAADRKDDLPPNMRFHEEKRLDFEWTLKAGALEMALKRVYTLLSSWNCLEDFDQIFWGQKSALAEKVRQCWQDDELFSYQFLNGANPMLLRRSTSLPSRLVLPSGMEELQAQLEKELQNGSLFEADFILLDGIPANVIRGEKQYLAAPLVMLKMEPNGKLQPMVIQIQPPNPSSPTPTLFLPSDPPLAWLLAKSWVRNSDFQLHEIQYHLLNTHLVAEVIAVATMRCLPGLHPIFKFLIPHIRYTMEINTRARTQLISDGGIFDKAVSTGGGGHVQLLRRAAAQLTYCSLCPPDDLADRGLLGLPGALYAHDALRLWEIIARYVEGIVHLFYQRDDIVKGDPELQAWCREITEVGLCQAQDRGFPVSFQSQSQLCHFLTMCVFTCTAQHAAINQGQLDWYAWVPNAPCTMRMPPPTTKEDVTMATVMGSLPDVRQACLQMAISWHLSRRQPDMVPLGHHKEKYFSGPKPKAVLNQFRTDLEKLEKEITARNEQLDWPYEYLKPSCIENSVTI
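Purified human 12hLO at 150 nM in 25 mM Hepes, 0.01% Triton X-100, pH 7.0, preincubated 15 min at room temperature with compound. Reaction started with 40 uM arachidonic acid, 30 min at room temperature. Hydroperoxide measured by Fe-xylenol orange, 573/405 nm absorbance ratio.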
RGS4 inh: inhibitors of human regulator of G protein signaling 4; P49798; Transcreener GDP fluorescence polarization, RGS4-accelerated GTP hydrolysis; Potency, µM (series often up to 114 µM), without a hit: top-dose activity change, negative = inhibition, most hits filed as inhibitors; actives 0.039% (n = 390,000); AID 504845; further: potency means the concentration at half of the fitted maximal effect; on the % scale 0 is the no-effect control and ±100 the full control effect; nearly all actives have a fitted effect of over 75% in size; some results filed as inactive show a strong effect at the top dose
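MLSMR compounds (23 nl, pin-transferred) preincubated 10 min at room temperature with a 500nM (2x) first reagent, then RGS4 at 900nM (2x) plus Transcreener GDP mix added; fluorescence polarization (620/688 nm) read before and after 90 min at 30 °C.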
JMJD2A Tudor inh: inhibitors of human JMJD2A Tudor domain | AlphaScreen JMJD2A-Tudor / H3K4me3 peptide binding | Potency, µM (doses to about 114 µM), without a hit: at the top dose activity change, negative = inhibition, hits mostly inhibitors | actives 4.4% (n = 390,000) | AID 504339; further: potency means the concentration at half of the fitted maximal effect; on the % scale 0 is the no-effect control and ±100 the full control effect; nearly all actives have a fitted effect of over 50% in size
G9a block: blocks human histone lysine methyltransferase G9a | G9a H3K9 monomethylation, AlphaScreen, 2 h | Potency, µM (series often up to 102 µM), inactives show at the highest dose activity, negative = inhibition, hits mostly inhibitors | actives 8.8% (n = 350,000) | AID 504332; further: potency means the concentration at half of the fitted maximal effect; on the % scale 0 is the no-effect control and ±100 the full control effect; nearly all actives have a fitted effect of over 75% in size
Target sequence (Q96KQ7 913-1193 limits assumed): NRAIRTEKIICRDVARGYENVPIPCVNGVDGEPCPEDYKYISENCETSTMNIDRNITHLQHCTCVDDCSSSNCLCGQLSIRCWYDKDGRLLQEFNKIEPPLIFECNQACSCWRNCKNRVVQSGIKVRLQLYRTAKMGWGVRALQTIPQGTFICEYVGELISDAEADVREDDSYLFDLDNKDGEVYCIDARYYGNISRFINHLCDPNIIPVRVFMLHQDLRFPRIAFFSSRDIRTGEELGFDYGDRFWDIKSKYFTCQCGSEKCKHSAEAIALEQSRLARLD
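Methyltransferase reactions run at room temperature for 2 h (20 nM enzyme, 500 nM biotin-H3K9 peptide, 20 uM SAM) after a 15 min compound preincubation; product detected by AlphaScreen beads and anti-H3K9me1 antibody.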
HP1b binding inh: blocks HP1-beta chromodomain binding to methylated histone tails; P83916; AlphaScreen HP1-beta / biotin-H3K9me3 peptide binding; Potency, µM (top dose mostly 114 µM), for inactives: top-dose activity change, negative = inhibition, actives largely listed as inhibitors; actives 0.56% (n = 390,000); further: potency means the concentration at half of the fitted maximal effect; nearly all actives have a fitted effect of over 70% in size; inactives centre near 23
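Compound inhibition of the preformed complex between 50 nM HP1-beta and 50 nM biotinylated H3K9me3 peptide was read by AlphaScreen. Buffer was PBS pH 7.4 with 0.01% Tween-20. Incubations ran 30 min at room temperature, with 10 ug/mL donor/acceptor beads.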
ERG Ets-DNA blk: ERG Ets/DNA interaction inhibition; P11308; fluorescence polarization, His-ERG Ets domain / labelled DNA; actives 0.028% (n = 370,000); AID 624246; Potency, µM (top dose mostly 76.9 µM), for inactives: at the top dose FP activity, negative = inhibition, actives largely listed as inhibitors; active means well fitted inhibition curve with a large enough effect in the polarisation, with a control signal flat; inconclusive means small, poorly fitted or top-dose-only effect, or effect the other way, or a change in a side signal; inactive means no such curve, though single readings can be large or run the other way; the % refers to the polarisation;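 further: polarization taken with two DNA probes labelled with fluorescein and Texas red; potency means the concentration at half of the fitted maximal effect; % of control where 0% means no effect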
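His-tagged ERG Ets domain (1 uM in the protein solution; 300mM KCl, 50mM Tris-HCl, 1mM EDTA, 1mM DTT, pH 7.5) received compound, then a probe mix of 5 nM fluorescein-DNA and 100nM Texas-615-DNA. Fluorescence polarization was read for both dyes.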
PI4K2A inh: inhibitors of human PI4K2A. purified PI4K2A, ADP-Glo luminescence, 1 h; stronger effect = lower value. activity change, negative = inhibition, % at 76.9 µM. actives 0.13% (n = 420,000); in the data active means activity change below about -50%; inconclusive means mostly about -30% to -49%;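 further: -100% = wells without enzyme as full effect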
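In this quantitative HTS, ADP production by PI4K2A was quantified luminescently after 1 h at ambient temperature; 100 microM adenosine served as plate-quality control.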
BAZ2B inh: BAZ2B (human) inhibition; AlphaScreen BAZ2B-H3K14Ac peptide displacement; AID 504333; actives 4.4% (n = 360,000); Q9UIF8; Potency, µM (doses to about 114 µM), for the others: at the highest dose activity change, negative = inhibition, usual class: inhibitors; further: potency means the concentration at half of the fitted maximal effect; on the % scale 0 is the no-effect control and ±100 the full control effect; nearly all actives have a fitted effect of over 60% in size
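Compounds, titrated to a top concentration of 110 uM, were incubated 30 min at room temperature with preformed BAZ2B/acetyl-K14 H3 peptide complex (50 nM each). Proximity signal was measured by AlphaScreen after 20 min with beads.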
* hit, by the source's call; ? = inconclusive; . = no result given; [ ] = another dose, or the depositor's remark. Unless noted, the call rests on the fitted dose curve; in most records, active means well fitted curve in the direction sought with a large enough effect; inconclusive means small, poorly fitted or top-dose-only effect, or another doubt; inactive means no such curve, though single readings can be large; an effect the other way counts as inactive or inconclusive. This is a subset. The share of hits here may be higher or lower than overall.

1: CCOC(=O)C(C)Sc1nc2ccccc2c(=O)n1CC (stereo unspecified)
2: COc1cccc(N/C=C(\C#N)c2ccc(OCCCF)cc2)c1
3: O=C(NN1C(=O)C2C3C=CC(C3)C2C1=O)c1cccc(Cl)c1 (stereo unspecified)
4: CNC(=O)c1nnn(-c2ccccc2)c1C(=O)NC
5: COc1ccc(-c2coc3cc(OC(C)=O)c(OC)cc3c2=O)cc1
6: Cc1ccccc1NC(=O)Cc1nc(COC(=O)CCC(=O)c2ccccc2)cs1
7: Cn1c(/C(C#N)=C/c2ccc(O)cc2)nc2ccccc21
8: CC(C)NC(=O)NC(=O)CN1c2cccc3cccc(c23)S1(=O)=O

Screen / compound no.	1	2	3	4	5	6	7	8
12-LOX inh	0%	0%	-17%	6%	2%	45%[activator]	-24%	-6%
PI4K2A inh	0	0	-1	0	-2	6	-6	-4
RGS4 inh	-26%	-26%	-20%	-27%	-3%	-4%	14%	?
ERG Ets-DNA blk	11%	1%	2%	4%	-6%	-2%	3%	7%
GLS inhibitor	-2%	-1%	-5%	1%	9%	3%	20%	-2%
HP1b binding inh	61%[activator]	42%[activator]	25%	31%	42%[activator]	18%	24%	43%[activator]
G9a block	2%	8%[59 µM]	25%	-12%	.	-6%[12.7 µM]	.	32µM*
JMJD2A Tudor inh	21%	-25%	-1%	-1%	-7%	-17%	-10%	2%
BAZ2B inh	8%	4%	9%	7%	.	-5%	-7%	-2%

9: Cc1ccccc1Cn1cc(NC(=O)c2cc(-c3cccs3)on2)cn1
10: COc1cc(C2NC(=O)NC(C)=C2C(=O)OC(C)(C)C)ccc1OCC(N)=O (stereo unspecified)
11: Cc1c(Cl)c(-c2n[nH]c(=S)n2CC(C)C)nn1C
12: O=C(CSc1nnc(Cc2ccccc2)n1-c1ccccc1)NNC(=O)Cc1ccccc1
13: Cc1ccc(OCC(=O)Nc2ccc(OCc3cc(=O)n4ccsc4n3)cc2)cc1
14: O=C(C[C@H]1C/C=C\CCC(=O)O[C@@H](c2ccccc2)CNC1=O)NCCO
15: COc1ccc(Cl)cc1NC(=O)C/C(C)=N/NC(=O)c1ccc(O)cc1
16: Cc1cc(C(=O)NCC(=O)Nc2c(C)cccc2C)c2ccccc2n1

Screen / compound no.	9	10	11	12	13	14	15	16
12-LOX inh	3%	-1%	?	26%	?	-4%	43%[activator]	29%
PI4K2A inh	-2	-9	3	2	13	3	1	-1
RGS4 inh	-6%	-41%	-32%	-1%	-20%	16%	-8%	1%
ERG Ets-DNA blk	-5%	-2%	9%	2%	3%	-5%	2%	3%
GLS inhibitor	-5%	.	-12%	1%	0%	2%	1%	-2%
HP1b binding inh	24%	47%[activator]	?	36%	39%[activator]	33%	30%	29%
G9a block	-4%[59 µM]	11%[12.7 µM]	35µM*	15%[59 µM]	-8%[59 µM]	.	71µM*	0%[59 µM]
JMJD2A Tudor inh	-23%	5%	5µM*	-17%	-4%	-6%	-12%	-9%
BAZ2B inh	1%	9%	29%	4%	5%	.	-28%	-4%

17: O=c1cc(N2CCc3ccccc3C2)[nH]c(=O)n1-c1ccccc1Cl
18: CC(=O)c1ccccc1Oc1ncnc(N)c1[N+](=O)[O-]
19: COc1ccc(C(CC(=O)NCCN2CCOCC2)NS(=O)(=O)c2ccc(C)cc2)cc1 (stereo unspecified)
20: Cc1ccc(-c2nnc3n2CCCCC3)cc1
21: Cc1ccc([N+](=O)[O-])cc1S(=O)(=O)N1CCn2cccc2C1c1ccc(F)c(F)c1 (stereo unspecified)
22: Cc1c(-c2ccc(Cl)cc2)c(=O)oc2ccc(OC(=O)N3CCOCC3)cc12
23: CC(C)C(=O)N1CCN(c2ccccc2NC(=O)c2cccc3ccccc23)CC1
24: CN(C(=O)c1cccc(C#N)c1)c1nnc(C2CCOC2)s1 (stereo unspecified)

Screen / compound no.	17	18	19	20	21	22	23	24
12-LOX inh	-4%	2%	9%	43%[activator]	?	2%	?	0%
PI4K2A inh	0	-4	1	6	1	1	6	4
RGS4 inh	-30%	8%	9%	21%	-4%	-1%	1%[56.9 µM]	-5%
ERG Ets-DNA blk	-3%	-9%	.	10%	0%	-1%	2%	-12%
GLS inhibitor	7%	-2%	-1%	9%	3%	1%	13%	13%
HP1b binding inh	19%	37%	11%	34%	-12%	2%	55%[activator]	64%[activator]
G9a block	?	-10%[0.501 µM]	21%	2%[59 µM]	?	1%[59 µM]	14%[59 µM]	-7%[12.7 µM]
JMJD2A Tudor inh	2%	-11%	-9%	4%	?	-12%	-17%	5%
BAZ2B inh	8%	2%	6%	?	?	-3%	-33%	-24%

25: O=C(NCc1ccc2c(c1)OCO2)c1c(-c2ccsc2)sc2ccccc12
26: Cc1onc(-c2ccccc2)c1C(=O)N1CCN(S(=O)(=O)c2ccc3c(c2)OCCO3)CC1
27: CCOC(=O)N1CCC(N(CCN(C)C)C(=S)Nc2cccc(OC)c2)CC1
28: COc1ccc(C(=O)N2N=C(c3ccccc3)CC2(O)C(F)(F)F)cc1 (stereo unspecified)
29: COCCCn1c(=O)/c(=C/c2ccccc2OC(F)F)s/c1=C(\C#N)C(=O)NCCOC
30: COc1ccc(O)c(C(=O)c2cc(C#N)c(=O)n(-c3c(C)n(C)n(-c4ccccc4)c3=O)c2)c1
31: CCC(C)NS(=O)(=O)c1ccc(OCC(=O)Nc2ccc3c(c2)OCO3)cc1 (stereo unspecified)
32: Cc1cccc(C)c1NC(=O)C[N+](C)(C)CC(O)COc1cccc2ccccc12 (stereo unspecified)

Screen / compound no.	25	26	27	28	29	30	31	32
12-LOX inh	-7%	0%	0%	-12%	-11%	-30%	5%	?
PI4K2A inh	-3	-5	-2	15	5	-7	-2	-3
RGS4 inh	10%	-8%	3%	-15%	31%	-16%	4%	17%
ERG Ets-DNA blk	0%	6%	-11%	5%	-2%	9%	.	4%
GLS inhibitor	1%	-7%	6%	-2%	6%	26%	14%	-9%
HP1b binding inh	33%	21%	27%	57%[activator]	5%	20%	14%	-10%
G9a block	.	-26%[59 µM]	7%[59 µM]	10%[59 µM]	.	22%[12.7 µM]	4%	?
JMJD2A Tudor inh	-18%	-17%	7%	-3%	-17%	-4%	-12%	-27%
BAZ2B inh	.	8%	-21%	-21%	.	56%[activator]	?	-26%

33: CCOC(=O)CSc1nnc(CNC(=O)c2cccs2)n1-c1cccc(C)c1
34: CC(C)(C)C1COc2ccccc2N1C(=O)c1cccc(Cl)c1 (stereo unspecified)
35: CN(C(=O)CCc1nnc(Cc2ccc(-c3ccccc3)cc2)o1)C1CCOCC1
36: CC(=O)NS(=O)(=O)c1ccc(NC(=S)NC(=O)C(C)(C)C)cc1
37: CC(C)c1ccc(NC2CCCN(C(=O)CN3CCOC3=O)C2)cc1 (stereo unspecified)
38: CC(=O)c1cccc(NC(=O)C(OC(=O)c2cccc(S(=O)(=O)N(C)c3ccccc3)c2)c2ccccc2)c1 (stereo unspecified)
39: O=C(O)c1ccccc1SCc1csc(-c2ccccc2)n1
40: CC(C)CCNC(=O)C(c1ccco1)N(C(=O)Cn1nnc2ccccc21)c1ccc2c(c1)OCO2 (stereo unspecified)

Screen / compound no.	33	34	35	36	37	38	39	40
12-LOX inh	-7%	-6%	9%	?	-4%	-15%	-5%	470%[activator]
PI4K2A inh	0	-3	3	15	6	2	1	2
RGS4 inh	-7%	4%	-4%	-14%	-16%	-6%	-6%	-1%
ERG Ets-DNA blk	4%	-2%	4%	-7%	-3%	-4%	12%	-9%
GLS inhibitor	-2%	75%[activator]	8%	6%	11%	-11%	6%	2%
HP1b binding inh	27%	16%	9%[57 µM]	-7%	31%	5%	25%	23%
G9a block	-9%[12.7 µM]	15%	2%	-15%[0.501 µM]	8%	?	-26%	-38%
JMJD2A Tudor inh	1%	-11%	-16%	-10%	-12%	-28%	-8%	-2%
BAZ2B inh	0%	-12%	-20%	11%	-13%	-25%	-31%	-6%

One compound at a time (already shown). Order of values: 12-LOX inh, PI4K2A inh, RGS4 inh, ERG Ets-DNA blk, GLS inhibitor, HP1b binding inh, G9a block, JMJD2A Tudor inh, BAZ2B inh
CC(=O)NS(=O)(=O)c1ccc(NC(=S)NC(=O)C(C)(C)C)cc1 is listed as ?, 15, -14%, -7%, 6%, -7%, -15%[0.501 µM], -10%, 11%
O=C(O)c1ccccc1SCc1csc(-c2ccccc2)n1 is listed as -5%, 1, -6%, 12%, 6%, 25%, -26%, -8%, -31%
CC(C)(C)C1COc2ccccc2N1C(=O)c1cccc(Cl)c1 (stereo unspecified) is listed as -6%, -3, 4%, -2%, 75%[activator], 16%, 15%, -11%, -12%
CC(C)CCNC(=O)C(c1ccco1)N(C(=O)Cn1nnc2ccccc21)c1ccc2c(c1)OCO2 (stereo unspecified) is listed as 470%[activator], 2, -1%, -9%, 2%, 23%, -38%, -2%, -6%
